# Assay outcomes: PubChem, National Center for Advancing Translational Sciences (NCATS)
# LMNA splice mod: qHTS Assay for Modulators of Lamin A Splicing; Potency, µM (titrated, usually from 46.1 µM), for inactives: top-dose ratio change, negative = inhibition, usual class: inhibitors; 200,000 tested, 0.01% active; HeLa LMNA splicing GFP/RFP minigene ratio, 48 h; AID 1487, 2009; active means well fitted inhibition curve with a large enough effect in the signal ratio, with a control signal flat, not every such curve was filed as active; inconclusive means small, poorly fitted or top-dose-only effect, or effect the other way, or a change in a side signal; the % refers to the signal ratio; further: potency means the concentration at half of the fitted maximal effect; on the % scale 0 is the no-effect control and ±100 the full control effect
#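 S3 HeLa stable clones carrying a lamin A-EGFP splicing minigene plus DsRed2 were seeded at 600 cells/well in Opti-MEM with 2% FBS, pin-dosed and incubated 48 h at 37°C. Acumen cytometry (488 nm) gave the GFP/RFP total-intensity ratio.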
# GLA spleen mod: qHTS Assay for Inhibitors and Activators of Human alpha-Galactosidase From Spleen Homogenate; Alpha-galactosidase A (Homo sapiens), P06280; human spleen homogenate, 4MU-alpha-Gal fluorescence, 40 min; Potency, µM (doses to about 80 µM), without a hit: at the top dose activity change, negative = inhibition, actives largely listed as inhibitors; 240,000 tested, 0.008% active; AID 2107, 2009;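 further: potency means the concentration at half of the fitted maximal effect; 0% = enzyme with vehicle and -100% = no enzyme basal signal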
#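 Human spleen homogenate (1 ug) as enzyme source, 4-methylumbelliferyl-alpha-D-galactopyranoside 1 mM final, citrate/phosphate pH 5.0 with 0.01% Tween-20. Compounds 40 min at 37C, NaOH/glycine stop; fluorescence Ex 365/Em 440, Hill-fit AC50.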
# CBFb-RUNX1 inh: qHTS Assay for Compounds Blocking the Interaction Between CBF-beta and RUNX1 for the Treatment of Acute Myeloid Leukemia. Runt-related transcription factor 1 (Homo sapiens) + Core-binding factor subunit beta …. Potency, µM (titrated, usually from 59.8 µM), without a hit: at the highest dose activity, negative = inhibition, most hits filed as inhibitors. AlphaScreen CBFb-His/RUNX1-biotin binding, biochemical. 230,000 tested, under 10 active. AID 1477, 2009; further: % of control where 0% means no effect
# Target sequence (Q01196 whole entry, looked up): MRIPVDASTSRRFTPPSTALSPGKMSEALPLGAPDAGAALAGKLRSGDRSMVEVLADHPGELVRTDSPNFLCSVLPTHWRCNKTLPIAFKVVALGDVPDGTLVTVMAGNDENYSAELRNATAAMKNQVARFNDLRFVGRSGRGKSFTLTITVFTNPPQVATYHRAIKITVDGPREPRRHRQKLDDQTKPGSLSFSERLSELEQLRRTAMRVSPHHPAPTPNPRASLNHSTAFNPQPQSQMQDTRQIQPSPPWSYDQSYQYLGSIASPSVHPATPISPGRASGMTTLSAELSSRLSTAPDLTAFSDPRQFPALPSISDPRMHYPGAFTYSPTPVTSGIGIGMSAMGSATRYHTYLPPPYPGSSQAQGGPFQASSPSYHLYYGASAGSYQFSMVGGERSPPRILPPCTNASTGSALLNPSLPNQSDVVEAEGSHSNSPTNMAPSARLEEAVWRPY
# Target sequence (Q13951 whole entry, looked up): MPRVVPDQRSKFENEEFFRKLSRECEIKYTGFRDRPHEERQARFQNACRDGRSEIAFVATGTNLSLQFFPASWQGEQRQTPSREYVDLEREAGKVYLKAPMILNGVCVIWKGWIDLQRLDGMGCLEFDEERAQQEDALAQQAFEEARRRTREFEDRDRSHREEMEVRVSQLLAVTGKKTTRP
#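 Read-out: AlphaScreen. Format: His-CBF-beta with biotinylated RUNX1 (30 nM each) preincubated 20 min, compound 15 min, Ni-chelate plus streptavidin beads 90 min; room temperature throughout.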
# Epigenetic derep: Quantitative High-Throughput Screen for Regulators of Epigenetic Control | murine LDR cells, GFP reporter derepression, 30 h | Potency, µM (titrated, usually from 53.9 µM), for the others: top-dose GFP activation, usual class: activators | 280,000 tested, 0.2% active; further: potency means the concentration at half of the fitted maximal effect; % of control where 0% means no effect; nearly all actives have a fitted effect of over 60% in size
#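 Murine LDR cells bearing a silenced CMV-driven GFP reporter were exposed to compound for 30 h at 37 C. After PBS washes, GFP-positive cells (20-120 um objects) counted by laser-scanning microplate cytometry.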
# NPSR antag: qHTS Assay for Antagonists of the Neuropeptide S Receptor: cAMP Signal Transduction; Q6W5P4; CHO-NPSR cells, cAMP TR-FRET, antagonist mode; Potency, µM (doses to about 38.3 µM), without a hit: at the highest dose activity change, negative = inhibition, most hits filed as inhibitors; 220,000 tested, 1% active; further: potency means the concentration at half of the fitted maximal effect; on the % scale 0 is the no-effect control and ±100 the full control effect; nearly all actives have a fitted effect of over 50% in size; many of its hits are not listed in these tables
# Target sequence (Q6W5P4 whole entry, looked up): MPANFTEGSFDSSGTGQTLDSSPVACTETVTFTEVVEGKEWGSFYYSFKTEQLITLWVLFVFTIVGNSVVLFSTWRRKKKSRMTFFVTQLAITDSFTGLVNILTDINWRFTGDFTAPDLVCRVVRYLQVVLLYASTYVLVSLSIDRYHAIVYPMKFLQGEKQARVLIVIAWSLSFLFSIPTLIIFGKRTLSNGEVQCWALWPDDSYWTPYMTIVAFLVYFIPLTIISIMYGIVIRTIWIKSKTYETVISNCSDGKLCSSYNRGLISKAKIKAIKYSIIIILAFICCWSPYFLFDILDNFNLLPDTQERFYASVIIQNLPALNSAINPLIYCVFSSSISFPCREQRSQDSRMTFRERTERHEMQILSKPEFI
# Luc counter: Counterscreen for Luciferase (Kinase-Glo TM) Inhibition; AID 1379, 2008; Kinase-Glo luciferase, ATP luminescence, 8 min; Luciferin 4-monooxygenase (Photuris pensylvanica), Q27757; 200,000 tested, 0.28% active; Potency, µM (top dose mostly 38.3 µM), inactives show top-dose activity change, negative = inhibition, most hits filed as inhibitors; further: potency means the concentration at half of the fitted maximal effect; on the % scale 0 is the no-effect control and ±100 the full control effect; nearly all actives have a fitted effect of over 60% in size
#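 Luminescence was the read-out, taken after 8-minute incubation at ambient temperature. Luciferase turned over luciferin with 10 uM ATP in imidazole pH 7.2 buffer containing KCl, MgCl2, Tween 20 and BSA.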
# IMPase Li cell: qHTS Assay for Identifying the Cell-Membrane Permeable IMPase Inhibitors: Potentiation with Lithium; Potency, µM (doses to about 59.4 µM), for inactives: at the top dose activity, negative = IMPase inhibition, hits mostly inhibitors; 210,000 tested, 0.35% active; CHO-M1 cells, IP1 TR-FRET (IP-One), carbachol + lithium;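 further: IP1 builds up when IMPase is blocked and the TR-FRET signal falls; potency means the concentration at half of the fitted maximal effect; plate controls were basal vehicle for no effect and high inhibitor control for full effect; nearly all actives have a fitted effect of over 50% in size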
#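 Test compounds were applied to CHO-M1 cells previously cultured for 16–30 h at 2000 per well. A small lithium amount accompanied them; after 30 min at 37C, IP1 was quantified by TR-FRET.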
# An asterisk follows results filed as active; ? = inconclusive; · = not tested or not shown; & = joins results of further samples; [ ] = remark or other dose. Unless noted, the call rests on the fitted dose curve; in most records, active means well fitted curve in the direction sought with a large enough effect; inconclusive means small, poorly fitted or top-dose-only effect, or another doubt; inactive means no such curve, though single readings can be large; an effect the other way counts as inactive or inconclusive. This is a subset; count on the stated rates, not on these rows.
SMILES,LMNA splice mod,GLA spleen mod,CBFb-RUNX1 inh,Epigenetic derep,NPSR antag,Luc counter,IMPase Li cell
O=C1CC(c2ccccc2)CN1C(=O)c1cccc([N+](=O)[O-])c1 (stereo not given),?,2%,5%,2.2%,4%,-5%,13%
CCOc1ccc2nc(NC(=O)CN3CCOCC3)sc2c1,·,-9%,-8%,-1.2%,4%,-2%,-1%
Cc1cc(OCC(=O)c2ccc(F)cc2)ccc1N1C(=O)CCC1=O,-4%,-6%,10%,-1.1%,?,2%,25%[38.3 µM]
O=C(NCc1ccc2c(c1)OCO2)C(=S)N1CCOCC1,·,-3%,-1%,-3.5%,13%,1%,-3%
CCOC(=O)C1CCN(C(=O)CCNC(=O)Cn2ccc3ccccc3c2=O)CC1,11%,-2%,0%,0.9%,-4%[46.1 µM],0%,-7%[38.3 µM]
C/C(=N\NC(=O)C12CCC(C)(C(=O)O1)C2(C)C)c1ccccc1O (stereo not given),·,-1%,2%,1.1%,9%,·,·
O=[N+]([O-])c1cc(S(=O)(=O)/N=C(/c2ccccc2)N2CCOCC2)ccc1Cl,·,-9%,3%,1.2%,-22%,4%,-5%
CCn1c(=O)n(CC)c2cc(S(N)(=O)=O)ccc21,-5%,5%,2%,-1.0%,-1%[46.1 µM],-1%,-8%[38.3 µM]
Cc1ccc2nc(CSc3nnc(-c4ccncc4)n3C)cc(=O)n2c1,-2%[46 µM],5%,16%,-2.9%,10%,5%,14%
Cc1ccc(NC(=S)N(CCN(C)C)Cc2cc3cc(C)cc(C)c3[nH]c2=O)cc1,-12%,-17%,-16%,0.0%,-41%,-3%,2%
COc1ccc(S(=O)(=O)NCCC(=O)NC(C)c2ccccc2)cc1 (stereo not given),23%,3%,4%,0.0%,-14%[46.1 µM],-1%,-3%[38.3 µM]
O=S(=O)(NCc1csc(-c2cccnc2)n1)c1ccc(Cl)s1,-12%,4%,?,0.8%,?,3%,30%[activator][38.3 µM]
CCOC(=O)C1C(=O)OC(C)(C)C1C(CC)C(=O)c1ccccc1 (stereo not given),·,4%,6%,0.0%,-3%,2%,-3%
COC(=O)c1cccc(N2C(=O)C(Cl)=C(N3CCOCC3)C2=O)c1,9%,3%,3%,-0.9%,5%[46.1 µM],0%,12%[38.3 µM]
O=c1cc(-c2ccc(O)cc2)oc2cccc(O)c12,·,3%,5%[21.7 µM],-0.3%,·,-6%,23%
O=C(/C=C/c1ccccc1Cl)Nc1ccncc1,-12%,8%,4%,0.0%,0%[46.1 µM],2%,-14%[38.3 µM]
COc1cc(C(=O)Nc2ccc(Oc3ncnc4sc(-c5ccccc5)cc34)cc2)cc(OC)c1OC,-3%,3%,1%,4.1%,-7%,-1%,-6%
CC(=O)c1ccccc1OCCCN1CCCCC1,-2%,-3%,5%,-1.0%,-1%[46.1 µM],·,·
COC(=O)c1ccc(CSc2nnnn2-c2ccccc2)o1,1%,-15%,1%,-1.3%,-5%[46.1 µM],-6%,11%[38.3 µM]
CCc1cc(C(=O)OC)c(NC(=O)c2cc(Br)cs2)s1,-3%,-4%,5%,-1.5%,?,10%,-22%[38.3 µM]
CN(C(=O)COC(=O)c1ccc(=O)n(Cc2ccccc2)n1)c1ccccc1,-15%[46 µM],-1%,4%,-1.2%,8%,-3%,9%
CC(=O)Nc1ccc(CN2CCN(C3CCCC3)C(CCO)C2)cc1 (stereo not given),·,4%,15%,1.5%,-19%,3%,30%
Cc1ccccc1Cn1c(Cc2ccccc2)nc2ccccc21,1%,-4%,-2%,-1.1%,?,-3%,19%[38.3 µM]
CC(C)=CCN1CCN(CCC2=C(C)CCCC2(C)C)CC1CCO (stereo not given),·,-7%,9%,-0.2%,42%,·,14%
Cc1cc([N+](=O)[O-])nn1CC(=O)N1CCN(Cc2ccccc2)CC1,17%[9.22 µM],7%,7%,3.0%,10%,6%,-6%
# Continuation.
SMILES,LMNA splice mod,GLA spleen mod,CBFb-RUNX1 inh,Epigenetic derep,NPSR antag,Luc counter,IMPase Li cell
Cc1occc1C(=O)Nc1c(F)cc(F)cc1Br,-9%,3%,7%,-5.7%,-11%[46.1 µM],-2%,10%
O=C1CCCCCN1CSc1nc2ccccc2s1,6%,-6%,8%,0.0%,-14%[46.1 µM],-2%,27%[38.3 µM]
O=C(C1CCCN(S(=O)(=O)c2ccccc2[N+](=O)[O-])C1)N1CCCC1 (stereo not given),-7%,1%,3%,-1.0%,11%,0%,8%
CC(=O)NCC(=O)OCC(=O)c1ccc(C)c(C)c1,-5%,3%,7%,1.0%,10%[46.1 µM],-5%,20%[38.3 µM]
COc1ccccc1NS(=O)(=O)c1cccc(NC(=O)c2[nH]c(C)c(C(C)=O)c2C)c1,·,-1%,0%,0.9%,-10%,·,·
Cc1ccc(S(=O)(=O)N2CCOCC2)cc1C(=O)NNC(=O)c1ccoc1C,4%[46 µM],-5%,23%,-1.4%,14%,3%,2%
CC1CC2=C(CC1/C=N/NC(N)=S)C(C)(C)CCC2 (stereo not given),?,-2%,-15%,9.1%,13µM*,0%,40%[38.3 µM]
Cc1ccc(OCC(=O)OC2CCS(=O)(=O)C2)cc1 (stereo not given),8%,-13%,0%,-0.7%,1%[46.1 µM],2%,-12%[38.3 µM]
CNc1nc(-c2cccc(C#N)c2)nc2ccccc12,4%,17%,·,·,·,·,-6%
O=C(NC1CCCCC1)C1CCN(S(=O)(=O)N2CCOCC2)CC1,17%,-9%,5%,-1.2%,-2%[46.1 µM],-4%,4%[38.3 µM]
O=C(O)c1cc(Cl)ccc1NC(=O)C1CCCO1 (stereo not given),-4%,-5%,1%,-5.9%,0%[46.1 µM],2%,1%[38.3 µM]
CC(=O)OCCCn1c(C)[n+](C)c2cc(Cl)c(Cl)cc21,6%[46 µM],4%,1%,-5.0%,-6%,-7%,4%
CCn1cc(C(=O)NCc2ccc(Cl)cc2)c(=O)c2cc(S(=O)(=O)N3CCOCC3)ccc21,-6%,0%,16%,-0.8%,-24%[46.1 µM],1%,26%[38.3 µM]
C=CCNC(=S)NNC(=O)CCC(O)CCCCC (stereo not given),6%,-6%,6%,-1.5%,-3%[46.1 µM],0%,3%[38.3 µM]
Cc1cccc(-n2cc(CNCCc3nc(C)cc(C)n3)c(-c3cccc(F)c3)n2)c1,·,0%,4%,4.3%,-32%,·,·
COc1cccc(/C=C/C(=O)OCC(=O)NCc2ccc(Cl)cc2)c1,2%[46 µM],3%,14%,-1.6%,8%,0%,0%
O=C(Cn1cnc2c(nnn2Cc2ccccc2)c1=O)c1ccc(Cl)cc1,6%,-4%,4%,0.0%,-10%[46.1 µM],3%,-1%
CCCCN1c2ccccc2N(CCCO)c2cc(C)nnc21,11%,-14%,4%,-1.1%,-11%[46.1 µM],-1%,12%[38.3 µM]
COc1ccc(C(=O)C2CCCN(C(=O)CCc3scnc3C)C2)c(C)c1 (stereo not given),-27%[46 µM],2%,?,5.7%,21%,-8%,-2%
COc1ccc(/C=C/C(=O)Nc2cc(C)nn2-c2nc3ccccc3n2Cc2cccc([N+](=O)[O-])c2)cc1,-3%,-3%,-5%,0.0%,1%,-2%,0%
O=C(Nc1ccccc1)c1ccc[nH]1,6%,-10%,-3%,-1.2%,10%,-6%,-3%
Cc1c2c(nc3c(C(=O)NC4CCCC4)cnn13)CCCC2,3%,3%,2%,0.9%,-14%[46.1 µM],-2%,-13%[38.3 µM]
O=C(COc1ccccc1)Nc1nnc(C23CC4CC(CC(C4)C2)C3)s1,6%,-10%,-8%[2.36 µM],-1.1%,6%,0%,0%
Cc1cc(Nc2c(C)n(C)n(-c3ccccc3)c2=O)n2c(nc3cc(F)c(F)cc32)c1C#N,·,10%,26%,4.5%,0%,·,·
Cc1cc(C)cc(NC(=O)Nc2cc(S(=O)(=O)N(C)C)ccc2C)c1,·,2%,6%,2.1%,?,·,·

# Next section; it opens with the 2 that closed the last part.
SMILES,LMNA splice mod,GLA spleen mod,CBFb-RUNX1 inh,Epigenetic derep,NPSR antag,Luc counter,IMPase Li cell
Cc1cc(Nc2c(C)n(C)n(-c3ccccc3)c2=O)n2c(nc3cc(F)c(F)cc32)c1C#N,·,10%,26%,4.5%,0%,·,·
Cc1cc(C)cc(NC(=O)Nc2cc(S(=O)(=O)N(C)C)ccc2C)c1,·,2%,6%,2.1%,?,·,·
O=c1[nH]c2cc3c(cc2cc1C(c1nnnn1Cc1ccccc1)N1CCCc2ccccc21)OCO3 (stereo not given),4%,4%,-4%,-1.0%,-30%,0%,-12%
CCn1cc(Cl)c(C(=O)Nc2ccc3c(c2)OCCO3)n1,-3%[9.22 µM],3%,0%,-0.2%,-2%,-23%,7%
O=C1CC(NCc2ccc(F)cc2)C(=O)N1c1ccccc1 (stereo not given),?,1%,-2%,3.5%,11%,0%,4%
CC(C)c1ccccc1NC(=O)COC(=O)Cc1ccsc1,-2%,11%,-2%,0.0%,-4%[46.1 µM],0%,-9%
CCCCc1nc(SCCN2CCOCC2)c2c(=O)n(C)c(=O)n(C)c2n1,-16%[46 µM],1%,1%,1.1%,-14%,0%,16%
c1ccc2cc(C3=NCCN3)ncc2c1,·,4%,-1%[21.7 µM],-1.1%,·,-1%,5%
Cc1cc(C)nc(N/N=C/c2cccc3ccccc23)n1,?,-7%,4%,0.0%,-7%,-2%,-3%
CN(CCc1ccc(Cl)c(Cl)c1)CCN1CCCCCC1,·,-3%&0%,3%,0.0%&0.8%,·,0%,-1%&33%
COc1ccc(/C=N/NC(=O)c2cc(-c3ccc4c(c3)OCO4)n[nH]2)cc1OC,?,0%,1%,?,?,-9%,1%
CC(C)CC(=O)Nc1ccc(Oc2ccc(NC(=O)CC(C)C)cc2)cc1,-3%,-6%,-4%,-1.0%,6%[46.1 µM],-1%,0%
c1ccc2[nH]c(SCc3cn4cccnc4n3)nc2c1,-11%,2%,2%,1.0%,-11%[46.1 µM],1%,7%
CCOC(=O)N1CCN(S(=O)(=O)c2ccc(F)cc2)CC1,0%,-4%,6%,-1.0%,-4%[46.1 µM],10%,-3%[38.3 µM]
